# Source: PubChem BioAssay
# proKLK7 act = activates the human kallikrein-7 zymogen | P49862 | purified proKLK7, EDANS-DABCYL substrate fluorescence; 100% is mature enzyme control, 0% vehicle | 370,000 compounds, 0.9% hits | AID 652039 | activation, % at 7 µM;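 active means activation above the mean of all tested compounds plus 3 SD, computed per campaign excluding outliers beyond control limits, cut at about 13% in these data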
# ASAP1 inh = blocks human ASAP1-stimulated Arf1 GTP hydrolysis; GDP FP detection; inhibition, % at 16.5 µM; 360,000 compounds, 0.19% hits; AID 624377; in the data active means inhibition above about 25%;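 further: 0% = vehicle with enzyme and substrate and 100% = no enzyme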
# Target sequence (Q9ULH1 325-724 limits assumed): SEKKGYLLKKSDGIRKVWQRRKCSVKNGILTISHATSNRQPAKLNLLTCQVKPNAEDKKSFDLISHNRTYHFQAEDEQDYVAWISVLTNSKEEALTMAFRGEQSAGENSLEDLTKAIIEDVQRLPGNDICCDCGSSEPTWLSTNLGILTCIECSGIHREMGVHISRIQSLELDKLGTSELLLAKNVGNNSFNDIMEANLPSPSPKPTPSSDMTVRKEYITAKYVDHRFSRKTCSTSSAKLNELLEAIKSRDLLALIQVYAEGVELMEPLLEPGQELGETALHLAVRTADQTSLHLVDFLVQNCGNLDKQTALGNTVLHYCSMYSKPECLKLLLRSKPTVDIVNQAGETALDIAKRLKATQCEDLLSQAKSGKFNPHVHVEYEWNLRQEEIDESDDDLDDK
# MBD2 inh = blocks human MBD2 binding to methylated DNA; Q9UBB5; TR-FRET, MBD2 binding to methylated oligonucleotide; inhibition, % at 4.4 µM; 370,000 compounds, 0.31% hits; AID 686964; in the data active means inhibition above about 13%
# ADAM17 inh = inhibits human ADAM17; P78536; recombinant ADAM17, EDANS/DABCYL FRET peptide cleavage; inhibition, % at 6.95 µM; 370,000 compounds, 0.83% hits; AID 720648;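 active means inhibition above the mean of compounds lying between control limits plus 3 SD, set per campaign, cut at about 8.5% in these data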;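 further: 0% = DMSO-only wells as the low control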
# ARFGAP1 inh = rat ARFGAP1 inhibition. Q62848. Arfgap1-stimulated ARF1 GTP hydrolysis, GDP FP detection. inhibition, % at 16.5 µM. 360,000 compounds, 0.26% hits. AID 651572;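 active means inhibition above a per-plate limit, mean inhibition of low control wells plus 3 SD, cut at about 25% in these data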;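 further: 0% = DMSO wells with enzyme and 100% = wells lacking Arfgap1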
# Target sequence (Q62848 1-136 limits assumed): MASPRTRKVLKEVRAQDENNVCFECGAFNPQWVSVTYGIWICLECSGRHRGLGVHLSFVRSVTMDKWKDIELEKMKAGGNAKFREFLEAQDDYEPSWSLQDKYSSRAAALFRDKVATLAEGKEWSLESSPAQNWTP
#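 System: truncated rat Arfgap1 GAP domain / Medium: HEPES-based buffer, pH 7.5 / Also added: N-terminally truncated human ARF1-GTP substrate / Incubation: enzyme reaction 120 min at 25 °C after 20 min preincubation / Measured by: FP of antibody-bound GDP Alexa 633 tracer, ex 620/em 688 nm / Replicates: singlicate, each compound tested once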
# Tn6 DDE FP = DD(E)-Tn6 binding inhibition, primary FP screen. P02675. Fibrin DD(E) TRITC-Tn6 fluorescence polarization displacement. AID 720509. 370,000 compounds, 0.21% hits. inhibition, % at 8.3 µM;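 active means inhibition above a per-campaign cutoff: mean of compounds within control limits plus 3 SD, cut at about 15% in these data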;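 further: 0% = median of all compound wells on the plate and 100% = blocking peptide control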
# Target sequence (P02675 whole entry, looked up): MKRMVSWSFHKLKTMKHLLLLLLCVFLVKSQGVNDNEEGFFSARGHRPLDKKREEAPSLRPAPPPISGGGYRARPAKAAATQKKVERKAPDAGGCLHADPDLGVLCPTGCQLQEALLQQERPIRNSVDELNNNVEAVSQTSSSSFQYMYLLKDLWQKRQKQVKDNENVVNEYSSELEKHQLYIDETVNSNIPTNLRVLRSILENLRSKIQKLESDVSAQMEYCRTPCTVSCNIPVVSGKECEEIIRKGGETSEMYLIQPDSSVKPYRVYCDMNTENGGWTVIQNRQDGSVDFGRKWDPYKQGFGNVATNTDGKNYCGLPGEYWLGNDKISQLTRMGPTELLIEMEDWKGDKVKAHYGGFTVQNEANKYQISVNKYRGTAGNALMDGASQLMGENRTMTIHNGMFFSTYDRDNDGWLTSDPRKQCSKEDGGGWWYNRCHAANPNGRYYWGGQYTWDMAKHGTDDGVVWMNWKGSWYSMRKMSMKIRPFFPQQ
# PLCb3 inh = blocks human PLC-beta3 enzyme activity; Q01970; Purified PLC-beta3, fluorogenic substrate, fluorescence; inhibition, % at 12.2 µM; 370,000 compounds, 0.18% hits; AID 720704; in the data active means inhibition above about 11%;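 further: 0% = median of compound wells on plate and 100% = full blocker control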
# UHRF1 MBD2 ctr = human UHRF1 methylated DNA binding inhibitors; Q96T88; UHRF1 binding to methylated oligo, TR-FRET; inhibition, % at 4.4 µM; 370,000 compounds, 0.75% hits; AID 687016; in the data active means inhibition above about 21%;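 further: UHRF1 SRA domain binding a hemimethylated CpG hairpin DNA probe; 0% = median of test compound wells and 100% = reference inhibitor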
# PLCg1 inh = PLC-gamma1 (human) inhibition, primary screen; inhibition, % at 12.2 µM; purified PLC-gamma1, fluorogenic substrate, fluorescence; 370,000 compounds, 0.84% hits; P19174; in the data active means inhibition above about 9.5%
# DDE Tn7 FP inh = disrupts Tn7 cyclic peptide binding to fibrin D-Dimer-E complex; P02675; FP displacement of FITC-Tn7 peptide from fibrin DD(E); 0% = median of compound wells per plate; inhibition, % at 8.3 µM; 370,000 compounds, 0.13% hits; AID 720508;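 active means inhibition above the mean of compounds falling within the control limits plus 3 SD of them, cut at about 14% in these data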;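 further: 0% = plate median of compound wells and 100% = 10 µM Aha-Tn7 peptide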
#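 Assay system: Fibrin-DD(E) protein isolated from polymerized human fibrin clots; read-out basis: percent inhibition; medium: Tris/NaCl/CaCl2 buffer, pH 7.8; signal: FP measurement; incubation: 10 min plus 3 h, room temperature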
# * = called active by the depositor; nt = no result given.
SMILES,proKLK7 act,ASAP1 inh,MBD2 inh,ADAM17 inh,ARFGAP1 inh,Tn6 DDE FP,PLCb3 inh,UHRF1 MBD2 ctr,PLCg1 inh,DDE Tn7 FP inh
O=C(CNC(=O)c1n[nH]c2ccccc12)Nc1ccc(F)c(F)c1F,-0.1,-2,4,-4,-8,5,1,-4,1,-4
Cc1nc2nc(COc3ccccc3)[nH]n2c(=O)c1Cc1ccccc1,0.1,2,-10,0,7,1,0,1,3,-6
C=C(C)CNC(=S)N1CCN(C(c2ccccc2)c2ccccc2)CC1,0.4,-3,-2,-2,-4,-2,0,1,0,1
CC(=O)c1ccc(NC(=S)N2CCN(C(=S)Nc3ccc(C(C)=O)cc3)C(C)C2)cc1 (stereo unspecified),-0.5,-7,-1,-3,4,7,-6,-4,0,2
Cc1cnn(Cc2ccccc2)c1N,-0.3,6,1,5,-2,-6,7,7,10*,-7
CC(C)Cc1cc(C(=O)Nc2cccc(O)c2)no1,0.0,11,2,-4,-11,-3,-4,3,1,-4
CC1(C)CC(=O)C/C(=N/NC(=O)C2CCN(S(=O)(=O)c3cccs3)CC2)C1,-0.1,-6,1,-8,-3,-6,-20,0,-22,-7
O=C(COc1ccc(S(=O)(=O)N2CCCCC2)cc1)N1CCOCC1,-0.8,-7,-3,0,-11,-6,-2,-3,6,0
CC(=O)Nc1sc2c(c1C(c1cccs1)N1CCOCC1)CCCC2 (stereo unspecified),-0.3,1,2,-5,-9,3,-1,-1,1,-3
O=C(CN1CCc2cc3c(cc2C1)OCCCO3)Nc1cccc(Br)c1,3.7,13,1,3,-4,-2,-89,2,-64,1
COc1cccc(C(N)c2nc(-c3cc(F)cc(F)c3)cs2)c1 (stereo unspecified),-0.6,7,3,3,3,2,-2,-1,7,-6
OC(CCN1CC2CCC(CC2)C1)(Cc1ccccc1)c1ccco1 (stereo unspecified),-0.8,17,-4,0,-9,-6,-1,1,-1,1
Cc1ccc(-n2c(=S)[nH]c3[nH]ncc3c2=O)cc1,0.1,-13,-2,-3,0,5,-3,0,9,-4
COc1ccc(NC(=O)Oc2cc(C)ccc2C(C)C)cc1,-0.5,10,-5,1,14,-7,-8,-3,0,1
CCc1ccc(NC(=S)N2CCNC(=O)C2CC(=O)OC)cc1 (stereo unspecified),0.4,6,2,-3,-3,7,7,1,-2,-2

# 3 of the entries above in order of the Tn6 DDE FP value, largest number first:
SMILES,proKLK7 act,ASAP1 inh,MBD2 inh,ADAM17 inh,ARFGAP1 inh,Tn6 DDE FP,PLCb3 inh,UHRF1 MBD2 ctr,PLCg1 inh,DDE Tn7 FP inh
CCc1ccc(NC(=S)N2CCNC(=O)C2CC(=O)OC)cc1 (stereo unspecified),0.4,6,2,-3,-3,7,7,1,-2,-2
CC1(C)CC(=O)C/C(=N/NC(=O)C2CCN(S(=O)(=O)c3cccs3)CC2)C1,-0.1,-6,1,-8,-3,-6,-20,0,-22,-7
COc1ccc(NC(=O)Oc2cc(C)ccc2C(C)C)cc1,-0.5,10,-5,1,14,-7,-8,-3,0,1

# Next structures
SMILES,proKLK7 act,ASAP1 inh,MBD2 inh,ADAM17 inh,ARFGAP1 inh,Tn6 DDE FP,PLCb3 inh,UHRF1 MBD2 ctr,PLCg1 inh,DDE Tn7 FP inh
CC(C)CCNC(=O)C(NS(=O)(=O)c1ccc2c(c1)c(=O)n(C)c(=O)n2C)c1ccccc1 (stereo unspecified),0.1,8,0,-2,11,0,-2,0,-2,-2
O=C(CCCC(=O)OCC1CCCO1)OCC1CCCO1 (stereo unspecified),0.3,10,1,-3,3,4,2,-2,-1,2
COc1ccc(C(=O)Nc2cccc(-c3ccc(N4CCOCC4)nn3)c2)cc1,0.5,1,-5,-7,4,10,-18,-3,-15,3
O=C(NCc1ccco1)c1ccc(S(=O)(=O)N2CCCCC2)cc1,0.9,7,-2,2,-4,-2,3,0,0,0
CCCCn1c(=O)c(CCC(=O)O)nc2ccccc21,0.7,5,1,-47,-3,0,-22,0,-17,7
COCC(=O)Nc1cc(C(=O)NCCc2ccccc2)ccc1Cl,0.0,1,0,1,-6,2,6,0,2,-4
Fc1ccc(NC(=S)N2CCCCC2)cc1,0.2,1,-2,-3,-8,-6,1,11,-4,-4
CCCCN(C(=O)CC(c1ccccc1)c1ccccc1)c1c(N)n(CCC)c(=O)[nH]c1=O,-0.2,4,-4,1,7,0,-1,-2,-1,-8
Cc1nc2ccc(NC(=O)c3ccccc3)cc2s1,-0.8,17,5,-4,-2,-5,-10,3,-3,7
CCOC(=O)c1ccc2[nH]c(C)c(CCC(C)=O)c(=O)c2c1,3.2,-11,-3,-53,1,4,-112,2,-110,0
O=C(c1cccs1)N1CCN(S(=O)(=O)c2ccccc2)CC1,0.3,1,1,-1,8,1,5,4,4,-7
CC(=O)N1C2CCCCC2S[C@H]2CCCCC21 (stereo partly specified),-0.6,-6,1,-6,-1,0,3,1,-21,4
COc1ccc(-c2nc(CN3CCCCC3c3cccnc3)c(C)o2)c(F)c1 (stereo unspecified),0.0,12,0,2,-6,-1,-10,3,-3,-1
O=C(CCSCc1ccc(Cl)cc1)NCCC1=CCCCC1,0.3,4,-1,2,-2,-3,1,-1,-2,8
CCOC(=O)CSc1ccc(-c2nc3cc(C)c(C)cc3[nH]2)cn1,5.1,-6,1,-44,7,-6,-68,-1,-49,-1
Cc1nn2c(N3CCCC3)c3c(nc2c1-c1ccccc1)CCC3,0.7,11,1,-3,5,0,-11,-2,-8,-5
Cc1ccc(-c2nc3ncccn3c2NC(=O)c2ccc(F)cc2)cc1,13,nt,1,-110,nt,2,-432,-4,-356,-2
CC(C)(O)CCC(C)(C)O,0.5,6,-2,1,22,-2,1,-1,0,-5
COC(=O)CNC(=O)C(Cc1c[nH]c2ccccc12)NC(=O)Oc1ccccc1 (stereo unspecified),-0.4,-1,2,1,11,1,-1,2,7,-8
O=C1NC(=O)/C(=C/c2ccc(N3CCOCC3)o2)N1,1.8,2,-9,-9,-1,2,-47,-2,-49,-5
CC1=C(C(=O)N(C)C)CC(CC(=O)NCCc2ccccn2)C(=O)N1CCC1=CCCCC1 (stereo unspecified),-0.4,2,-6,0,2,2,4,-2,3,-6
Cn1c(SCC(=O)c2ccccc2)nnc1-c1cccc(N)c1,0.1,8,0,4,-4,-2,5,1,-1,-11
CCOc1ccc(NC(=O)c2ccccc2O)cc1,0.0,6,2,-8,-4,1,-1,2,1,3
Cc1ccc(N2C(=O)[C@@H]3[C@H](C2=O)[C@H]2C=C(C(=O)c4ccccc4)C=CN2[C@@H]3C(=O)c2ccc(Cl)cc2)cc1,-0.2,16,-2,3,10,-3,-18,0,-21,-5
CC1CCC2C(=O)N(c3ccc(C(=O)Oc4cccc5cccnc45)cc3)C(=O)C2C1 (stereo unspecified),0.2,-1,0,-4,-9,1,1,-4,-1,2
CCc1nc2c(OCC(N)=O)cccn2c1N(C)C(=O)c1cccs1,-0.1,6,0,-2,8,-8,3,-1,1,-10
Cc1cc(C)cc(OCc2nnc(SCC(=O)OC3CCCCC3)o2)c1,0.1,18,2,-5,13,3,0,2,-2,-2
CC(C)C(NC(=O)c1ccccc1)C(=O)N1CCN(C/C=C/c2ccccc2)CC1 (stereo unspecified),0.1,9,-1,-2,12,-2,-5,-4,0,-5
O=C(OCC(=O)N1CCc2ccccc2C1)c1ccc(F)cc1Cl,-0.2,-6,-1,-3,-14,-4,-1,0,1,0
O=C(c1cc(COc2ccc(F)c(F)c2)on1)N1CCOCC1,-0.1,1,-1,-1,6,3,-7,0,0,-2
COc1ccc2[nH]cc(CCNC(=S)NC3CCCC3)c2c1,0.3,9,0,-6,-12,12,-6,1,0,3
CCCC(=O)c1ccc(N2CCCCC2)c(F)c1,0.3,-16,1,-1,7,1,-1,1,0,-1
Cc1ccc(OCc2cn3cccnc3n2)cc1,1.0,-5,4,-3,-3,1,-5,0,-9,3
O=C(CCn1c(=O)oc2ccccc21)NCCN1CCc2ccccc2C1,0.4,0,6,-8,0,-5,-6,6,-6,0
Cc1ccc(NC2CCCN(C(=O)CCn3nccc3C)C2)cc1C (stereo unspecified),0.3,-3,6,2,-2,-1,-4,1,0,-5
COC(=O)Cc1ccc(N(Cc2ccccc2F)S(=O)(=O)c2ccc(Cl)cc2)cc1,-0.1,4,-5,1,-3,-8,7,2,7,6
O=C(CCC(=O)c1ccc(Oc2ccccc2)cc1)Nc1cccc(Cl)c1,0.1,-1,-7,-1,-8,3,0,-2,-3,-6
Nc1nc(N)nc(-c2ccc(Oc3ccccc3)cc2)n1,0.0,11,2,0,14,2,-1,2,8,-5
Cc1cc(S(=O)(=O)N2CCCOC2CNC(=O)C(=O)NCc2cccs2)ccc1F (stereo unspecified),-0.6,-3,5,-1,-3,7,-8,-3,-3,0
CCOc1ccc(-n2c(SCc3nc(-c4cccs4)no3)nnc2-c2ccncc2)cc1,0.2,7,-5,-2,-3,1,-3,1,0,10

# Look-ups from the results shown.
# UHRF1 MBD2 ctr result of COC(=O)Cc1ccc(N(Cc2ccccc2F)S(=O)(=O)c2ccc(Cl)cc2)cc1 stands at 2
# UHRF1 MBD2 ctr result of Cc1cc(S(=O)(=O)N2CCCOC2CNC(=O)C(=O)NCc2cccs2)ccc1F (stereo unspecified) stands at -3
# PLCb3 inh result of O=C(CCn1c(=O)oc2ccccc21)NCCN1CCc2ccccc2C1 stands at -6

# Shown as a hit in PLCg1 inh, of those listed so far:
SMILES,proKLK7 act,ASAP1 inh,MBD2 inh,ADAM17 inh,ARFGAP1 inh,Tn6 DDE FP,PLCb3 inh,UHRF1 MBD2 ctr,PLCg1 inh,DDE Tn7 FP inh
Cc1cnn(Cc2ccccc2)c1N,-0.3,6,1,5,-2,-6,7,7,10*,-7

# Already shown: entries from further up.
SMILES,proKLK7 act,ASAP1 inh,MBD2 inh,ADAM17 inh,ARFGAP1 inh,Tn6 DDE FP,PLCb3 inh,UHRF1 MBD2 ctr,PLCg1 inh,DDE Tn7 FP inh
COc1ccc2[nH]cc(CCNC(=S)NC3CCCC3)c2c1,0.3,9,0,-6,-12,12,-6,1,0,3
CCCC(=O)c1ccc(N2CCCCC2)c(F)c1,0.3,-16,1,-1,7,1,-1,1,0,-1
Cc1ccc(OCc2cn3cccnc3n2)cc1,1.0,-5,4,-3,-3,1,-5,0,-9,3
